From PubChem BioAssay
STAT1 blocker – inhibitors of IFN-gamma induced STAT1 signaling | inhibition, % at 5.5 µM | hit rate 0.35% among 200,000 | NIH 3T3 STAT1-luciferase reporter, luminescence;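 active means inhibition above a set limit, the mean inhibition across all tested compounds plus 3 SD, cut at about 34% in these data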;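 further: 0% = IFN-gamma with DMSO and 100% = IFN-gamma with 300 µM nifuroxazide; values of inactives mirror those of a sister screen read the other way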
RAM network inh – yeast RAM network inhibition | inhibition, % at 50 µM | S. cerevisiae dse1pr::URA3 reporter, 5-FOA growth OD615, 2 d; analog-sensitive cbk1-as2 kinase mutant strain | hit rate 1.8% among 190,000 | AID 868;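 active means inhibition above a set limit, 3 SD over mean compound inhibition, cut at about 8.4% in these data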;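 further: 0% = DMSO-only wells with no growth and 100% = 10 µM 1-NA-PP1 full growth; inhibition rescues growth on 5-FOA so higher OD means more RAM inhibition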
STAT3 inh – STAT3 signaling inhibition | hit rate 0.89% among 190,000 | inhibition, % at 5.5 µM | U3A cells, IL-6 STAT3-luciferase reporter, luminescence; host cell line lacks STAT1;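 active means inhibition above the mean inhibition across all screened compounds plus 3 SD, cut at about 44% in these data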;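 further: 0% = DMSO only wells and 100% = 100 µM nifuroxazide control wells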
STAT1 act – activators of IFN-gamma induced STAT1 signaling | activation (% of control), % at 5.5 µM | hit rate 2.6% among 200,000 | NIH 3T3 STAT1-luciferase reporter, luminescence; 100% = IFN-gamma alone, no compound;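 active means activation above the screen-wide mean activation plus 3 SD, cut at about 130% in these data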;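 further: raw ratio to IFN-gamma control signal so 100% means no change and 0% no light; values of inactives mirror those of a sister screen read the other way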
FLuc inh counter – Photinus pyralis luciferase inhibition counter-screen; P08659; ATPLite firefly luciferase biochemical luminescence, 10 min; inhibition, % at 10 µM; hit rate 1.5% among 200,000; AID 1006;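 active means inhibition above about 50% when tested at 10 µM, limit read from the data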
Target sequence (P08659 whole entry, looked up): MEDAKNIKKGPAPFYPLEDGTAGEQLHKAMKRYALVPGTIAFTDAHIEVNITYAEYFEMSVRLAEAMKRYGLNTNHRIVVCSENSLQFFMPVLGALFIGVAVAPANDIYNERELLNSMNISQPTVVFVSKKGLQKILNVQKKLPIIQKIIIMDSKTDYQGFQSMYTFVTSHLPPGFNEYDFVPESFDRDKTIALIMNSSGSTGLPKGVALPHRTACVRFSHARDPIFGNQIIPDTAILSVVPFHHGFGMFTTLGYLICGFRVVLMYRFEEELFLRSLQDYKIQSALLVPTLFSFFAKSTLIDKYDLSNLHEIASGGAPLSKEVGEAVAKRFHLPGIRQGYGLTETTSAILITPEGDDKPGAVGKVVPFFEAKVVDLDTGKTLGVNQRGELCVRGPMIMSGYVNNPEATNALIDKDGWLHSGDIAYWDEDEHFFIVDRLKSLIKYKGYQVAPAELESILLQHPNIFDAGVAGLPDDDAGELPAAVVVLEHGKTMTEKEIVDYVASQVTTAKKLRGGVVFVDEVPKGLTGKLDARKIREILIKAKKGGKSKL
Hsp70 act – Hsp70 transcriptional activation, primary screen | AID 1203 | HeLa Hsp70 promoter luciferase reporter, luminescence; scaled: vehicle 0, proteasome-inhibitor control 100% | hit rate 0.04% among 200,000 | activation, % at 10 µM;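 active means activation above the mean across all tested compounds plus 3 SD, cutoff set per campaign, cut at about 5.5% in these data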;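 further: 100% = MG132 at 30 µM as the positive control and 0% = DMSO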
APP 5'UTR act – APP 5'UTR luciferase reporter activation. activation, % at 2 µM. hit rate 1% among 190,000. SH-SY5Y APP 5'UTR luciferase reporter, luminescence; zero percent = DMSO vehicle wells;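 active means activation above a set limit, based on mean plus 3 SD of controls, cut at about 140% in these data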; further: values of inactives mirror those of a sister screen read the other way
STAT3 act – activators of IL-6 induced STAT3 signaling; U3A cells, IL-6 STAT3-luciferase reporter, luminescence; 100% = signal with IL-6 EC80 alone; activation (% of control), % at 5.6 µM; hit rate 0.91% among 190,000;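 active means activation above the screen-wide mean of compound activation plus 3 SD, cut at about 130% in these data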;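 further: 0% = background luminescence of wells with medium and substrate only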
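system = STAT3-luciferase reporter U3A cells | reagent = IL-6 stimulus at 33 ng/mL final | timing = 1 h compound pre-exposure, 6 h IL-6 stimulation, 37 °C | measured by = luminescence | evaluation = % activation versus median of IL-6-stimulated wells | control set = IL-6-only wells as 100% reference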
NF-kB expr up – NF-kB expression increase, human neuronal cells | NF-kB reporter expression; stronger effect = higher value | fold change at 12.5 µM | hit rate 1.6% among 190,000; in the data active means fold change above about 3.3
APP transl inh – APP translation inhibition; SH-SY5Y APP 5'UTR-luciferase reporter, luminescence; inhibition, % at 2 µM; hit rate 0.82% among 190,000; AID 1285;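 active means inhibition above a set limit, derived from the sample mean plus 3 SD, cut at about 45% in these data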; further: values of inactives mirror those of a sister screen read the other way
Active calls of the source: *; / = not tested or not shown.

Order of values – STAT1 blocker, RAM network inh, STAT3 inh, STAT1 act, FLuc inh counter, Hsp70 act, APP 5'UTR act, STAT3 act, NF-kB expr up, APP transl inh
CC(C)CC(NC(=O)C1CCC(C)CC1)C(=O)Nc1cccnc1 (stereo unspecified)
  6, 0.0, 5, 93, -5, 0.0, 3, 100, 0.98, -3
CC(=O)c1cccc(NC(=O)N2CCc3ccccc3C2)c1
  -30, 1.2, -7, 127, 20, -0.2, 39, 108, 1.6, -39
COc1ccc(OC)c(NC(=O)c2cc3c(Cl)nc4ccccc4c3s2)c1
  0, 9.9*, 7, 100, -2, -0.3, 3, 92, 1.1, -3
CCOC(=O)N1CCC(NC(=O)c2cc(S(=O)(=O)N(CC)CC)ccc2F)CC1
  2, 2.7, 3, 98, -3, -0.2, -15, 95, 1.4, 15
O=c1c2sccc2nc(SCc2cc(=O)n3cc(Br)ccc3n2)n1Cc1ccccn1
  7, 5.2, -1, 93, 1, 0.0, 50, 103, 1.5, -50
Cc1ccc(S(=O)(=O)Cc2nc3ccccc3c(=O)[nH]2)cc1
  0, 0.4, 16, 102, -3, -0.1, 0, 94, 1.1, 0
Cc1ccc(S(=O)(=O)N2c3ccccc3NC(=O)C2CC(=O)Nc2ccccc2)cc1 (stereo unspecified)
  -6, 4.9, -6, 106, -10, -0.3, -6, 108, 0.94, 6
Cc1occc1C(=O)Nc1cccc(C(=O)NCc2ccccc2)c1
  5, 2.0, 12, 95, -6, 2.7, 16, 93, 0.87, -16
CCOC(=O)C1=C(C)NC(C)=C(C(=O)OCCNC(=O)c2cccnc2)C1c1cccc([N+](=O)[O-])c1 (stereo unspecified)
  10, 2.0, 10, 92, -3, -0.3, 6, 94, 0.35, -6
CN(C)CCN1C(=O)c2oc3ccc(Cl)cc3c(=O)c2C1c1cccc(Br)c1 (stereo unspecified)
  0, 1.9, -2, 99, -6, -0.2, 9, 103, 1.1, -9
O=C(O)CCc1nnc(SCC(=O)Nc2cccc(C(F)(F)F)c2)[nH]c1=O
  2, 1.3, 8, 97, 0, -0.4, 15, 96, 1.3, -15
CC(=O)c1cn(-c2ccc(Cl)cc2)c(=O)n(Cc2ccc(Br)cc2)c1=O
  -7, 5.0, -3, 104, -2, -0.3, -7, 103, 1.1, 7
O=C(CCc1nnc(C2CCCCC2)o1)NCc1cccc(-n2cccn2)c1
  -4, 2.5, -1, 102, -6, 0.0, -15, 105, 1.1, 15
COc1ccc(C(=O)NC(=O)NC2(C(Cl)(Cl)Cl)OCCO2)cc1
  -34, 2.8, 20, 128, 14, 0.0, 226*, 87, 5.1*, -226
COc1ccc(COC(=O)c2nc3nc(C)cc(C)n3n2)cc1F
  2, 3.0, -6, 99, 4, -0.3, -3, 110, 1.3, 3
O=C(NC(=S)Nc1cccnc1)c1cccs1
  -19, -0.5, 14, 116, 3, 0.6, -2, 92, 1.5, 2
CCOC(=O)Nc1ccc(OC)cc1S(=O)(=O)N1CCCCC1
  -2, 1.7, 7, 102, 0, -0.5, 0, 99, 1.1, 0
CCOC(=O)N1CCC(NC(=O)c2ccc3c(c2)N(CC)CCS3)CC1
  -5, /, 2, 105, /, -0.4, -6, 103, /, 6
COc1ccc(-c2c(NC(=O)C(C)C)n(C)c3ccccc3c2=O)cc1
  3, 2.3, 2, 97, -5, -0.3, 22, 98, 1.3, -22
Cc1cccc(N=C2N=C(N)c3ccccc32)c1
  5, 2.6, 4, 95, 1, 0.0, 7, 100, 1.1, -8
O=C(CCCC(=O)OCC(Cl)=C(Cl)Cl)Nc1ccc(F)cc1
  12, -0.8, 7, 89, -2, -0.3, 5, 96, 1.1, -5
CCCOc1ccc(-c2cc(C(F)(F)F)c(C#N)c(SCC(=O)O)n2)cc1
  -4, 3.5, -1, 102, -2, 0.0, -10, 105, 1.4, 10
CC(C)OCCCNC(=O)Cc1ccc(F)cc1
  -5, 1.3, -2, 103, -6, -0.2, -38, 105, 0.98, 38
CC(=O)c1c(O)cc(=O)n(-c2ccccc2)c1-c1ccc(C)cc1
  -1, 0.7, 14, 101, -6, 0.0, -5, 90, 1.1, 5
Cc1ccc(-c2nnc(SCC(=O)N3CCCc4ccccc43)n2N)cc1
  6, 1.0, 3, 95, 2, -0.5, 2, 102, 1.1, -2
COc1ccc(N2C(=O)C(Cl)=C(N3CCCC(C)C3)C2=O)cc1 (stereo unspecified)
  5, 2.9, 21, 95, -4, 1.2, 9, 88, 0.97, -9
COC(=O)c1sccc1NC(=O)c1csc(C)c1
  -1, 0.8, -38, 101, -5, 0.2, 1, 136*, 0.96, -1
CCOc1c(OC(C)=O)ccc(/C=C/c2ccc3cccc(OC)c3n2)c1[N+](=O)[O-]
  -5, 7.9, -17, 105, 0, -0.5, 19, 118, 1.3, -19
Cc1cccc(C)c1NC(=S)Nc1ccccc1C(=O)NCc1ccco1
  -1, 0.4, -1, 101, -4, 1.1, 11, 99, 0.98, -11
O=C1c2cnc3nc(SCc4ccc(Cl)cc4)nn3c2CC2c3ccccc3CCN12 (stereo unspecified)
  -1, 3.7, 7, 101, -11, 1.0, 2, 101, 0.45, -2
Cc1ccc(C(=O)N2NC(c3ccc(F)cc3)C3C(=O)N(c4ccc(C)c(C)c4)C(=O)C32)cc1 (stereo unspecified)
  -3, 6.7, -12, 103, 3, 0.7, 2, 110, 1.2, -2
CCCCNC(=O)CCn1c(=O)c2ccccc2n(Cc2ccc(Cl)cc2)c1=O
  4, 2.2, -3, 97, -6, -0.5, -13, 100, 0.85, 13
O=C(Nc1ccc(Cl)cn1)c1ccccc1[N+](=O)[O-]
  -4, 2.1, 11, 103, -1, 0.4, 19, 101, 1.1, -18
CC(OC(=O)/C=C/c1cccs1)C(=O)Nc1ccc(S(N)(=O)=O)cc1 (stereo unspecified)
  0, 2.1, 11, 98, -4, 1.0, -6, 96, 0.87, 6
O=C(NCCc1ccccc1)c1nc2nc(-c3cccs3)cc(C(F)(F)F)n2n1
  1, 3.8, -5, 92, -2, -0.2, 14, 108, 0.52, -14
Cc1ccc(C(=O)NC2CCCCC2)cc1
  -43, 0.5, -3, 139*, 30, -0.2, 70, 107, 3, -70
O=C(COc1cccnc1[N+](=O)[O-])N1CCN(C(=O)c2ccco2)CC1
  2, 0.9, -3, 96, -5, 0.0, 11, 106, 1.1, -11
Cc1cc(C)c(NC(=O)c2ccccc2CCc2ccccc2)c(C)c1
  11, 4.2, -1, 90, -4, -0.3, 1, 105, 1.1, -2
O=C(CNS(=O)(=O)c1ccc(Br)cc1)OCc1cc(=O)n2cc(Br)ccc2n1
  -5, 2.5, -4, 104, -2, -0.1, 2, 103, 1, -2
Cc1ccccc1C(=O)c1c[nH]c(C(=O)NCC2CCCO2)c1 (stereo unspecified)
  -3, 0.9, 2, 103, -1, -0.4, 2, 98, 1.2, -2
CCOC(=O)C1CCN(S(=O)(=O)c2cccc(-c3cn4cc(C)ccc4n3)c2)CC1
  8, 0.1, 36, 93, 9, 0.0, -3, 72, 1, 3
CCOC(=O)c1[nH]c(COC(=O)CCOc2ccccc2OC)c(C(=O)OCC)c1C
  -6, 8.0, -6, 105, 2, -0.2, 18, 114, 0.96, -18
CCCCn1c(-c2nn(C)cc2Cl)n[nH]c1=S
  5, 0.9, 4, 96, 1, -0.1, -10, 100, 1.1, 10
CC(C)CC(=O)NC(=S)NCCc1ccccc1
  -14, 0.6, -15, 113, 0, -0.2, 11, 118, 1.3, -11
COc1cc(C2NC(=S)NC(C)=C2C(=O)c2ccccc2)ccc1O (stereo unspecified)
  -6, 1.2, 2, 105, -4, -0.3, 6, 96, 0.87, -6
Cc1cc(SCC(=O)Nc2ncc(Cl)cc2Cl)nc2ccccc12
  11, 4.9, 8, 90, -3, 0.3, -4, 97, 3.2, 4
c1ccc(Cc2nnc3sc(-c4cccs4)nn23)cc1
  12, 3.8, -6, 87, 5, -0.1, 6, 107, 1.4, -6
CC(O)CNC(=O)c1ccc(-c2nn(C)c(=O)c3ccccc23)cc1 (stereo unspecified)
  -3, -0.3, 2, 103, -7, -0.1, 2, 102, 0.97, -2
COc1ccc(/C(N)=N/OC(=O)C2CCC(=O)N2S(=O)(=O)c2ccc(C)cc2)cc1OC (stereo unspecified)
  1, 2.0, 11, 99, -3, -0.3, -1, 94, 1.1, 1
O=C(CCC1CCCN(C(=O)c2ccsc2)C1)NCc1ccc(F)c(F)c1 (stereo unspecified)
  7, 0.1, 7, 93, -9, -0.3, -2, 104, 1.3, 2
O=C(Cc1ccc2c(c1)OCCO2)c1c(O)cc(O)cc1O
  -1, 0.6, -7, 101, 3, -0.2, 13, 108, 1.4, -13
Cc1nn(-c2ccccc2)c(C)c1NS(=O)(=O)c1ccccc1
  1, 1.6, 8, 99, -2, -0.7, -8, 98, 0.92, 8
COc1ccc(CSc2nnnn2C)cc1[N+](=O)[O-]
  -6, 0.8, 9, 105, -12, 0.0, -18, 98, 1.3, 18
CC(C)(C)Cc1nnc(NC(=O)Cc2ccc([N+](=O)[O-])cc2)s1
  -3, 2.2, 0, 102, 1, -0.1, 5, 100, 1.1, -5
COc1ccc(N(CC(=O)Nc2ccc(OC)c(Cl)c2)S(=O)(=O)c2c(C)noc2C)cc1
  4, 5.5, 9, 97, -7, 0.1, 11, 99, 0.95, -11
Cc1cc(C)cc(NC(=O)c2cccc(NC(=O)C3C4CC5OC(=O)C3C5C4)c2)c1 (stereo unspecified)
  8, 3.0, 10, 92, 0, 0.1, -6, 93, 1.1, 6
Cc1cc(C)n(C(=O)c2ccc(C)c(S(=O)(=O)N3CCCC3)c2)n1
  -3, 0.2, 1, 102, -3, -0.3, 7, 102, 1.1, -8
O=C(NCc1cccs1)Nc1ccc2c(c1)OCO2
  -26, 1.4, -7, 124, 16, -0.1, 48, 106, 1.8, -48
N#Cc1c(NC(=O)Cn2nc(C(F)(F)F)c3c2CCCC3)sc2c1CCC2
  9, 1.5, 15, 92, -1, -0.3, -4, 96, 1.2, 4
O=C(OCC(=O)N1CCN(C(=O)c2ccco2)CC1)c1cc(-c2ccco2)nc2ccccc12
  11, 7.4, 4, 90, 12, -0.5, -4, 100, 0.54, 4

Going on with the list:
Order of values – STAT1 blocker, RAM network inh, STAT3 inh, STAT1 act, FLuc inh counter, Hsp70 act, APP 5'UTR act, STAT3 act, NF-kB expr up, APP transl inh
Cc1ccc(NC(=O)CNC(=O)c2ccccc2F)cc1Cl
  -18, 1.7, 25, 116, 0, -0.3, 18, 85, 1.6, -18
O=[N+]([O-])c1ccc(Nc2ccccn2)c([N+](=O)[O-])c1
  -3, 4.3, 2, 101, 4, 0.0, 2, 100, 1.1, -2
C=C(C)C(=O)N1CC2(CC(c3cccc(NC(=O)c4ccccc4)c3)=NO2)C[C@@H]1C(N)=O (stereo partly specified)
  5, -0.1, 0, 95, -7, -0.4, -3, 106, 1.1, 3
COc1ccc(-c2nnc(SCC(=O)Nc3nc4ccccc4s3)n2C)cc1
  -1, -0.3, -10, 103, -5, -0.4, /, 108, 1.2, /
Cc1ccccc1NC1=C(Cl)C(=O)OC1OC(=O)c1ccco1 (stereo unspecified)
  3, 0.7, 0, 97, -4, -0.2, -2, 105, 1, 2
CCOC(=O)C1(CC2CC2)CCN(S(=O)(=O)/C=C/c2ccccc2)CC1
  -5, 6.2, -2, 103, -9, 0.6, 34, 108, 0.96, -34
COC(=O)c1ccc(/C=N/Nc2nc(-c3ccc(Cl)cc3Cl)cs2)cc1
  13, 4.3, -2, 88, -2, 0.0, 20, 108, /, -20
CNC(=O)C(=O)Nc1c(C)cc(C)cc1C
  -3, 1.8, 0, 103, 0, -0.4, -6, 103, 0.8, 6
